# E-selectin induc = E-selectin induction on HUVECs. activation, % at 7.58 µM. P16581. 260,000 compounds, 0.37% hits. AID 686992. HUVEC E-selectin immunofluorescence imaging; normalized: neutral wells 0, TNF-alpha wells 100;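 active = mean E-selectin-positive cell signal at least 10% of the positive control, reached in at least 60% of replicates, without over 20% cell loss; inconclusive = no rule given, readout overlaps actives, possibly toxicity-flagged; inactive = the rest, including those meeting only one limit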;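 also: in these data hits start at about 27%; measured in HUVEC primary endothelial cells; signal is the percent of cells scored E-selectin positive by PE staining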
#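 System: HUVEC, human umbilical vein endothelial cells; quantity: 3,000 cells/well; buffer or medium: EGM-2 medium, gelatin-coated wells; dosing: single-point compound dose; detection: immunofluorescence imaging; evaluation: % PE-positive cells; benchmarks: TNF-alpha, DMSO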
# ERp5 block = ERp5 (human) disulfide isomerase inhibition; inhibition, % at 9.99 µM; 350,000 compounds, 0.05% hits; Q15084; ERp5 insulin aggregation, absorbance 650 nm, 90 min; AID 651711;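 active = mean replicate inhibition above about 25%, with every replicate also reaching it, limit read from the data, passing the limit was not always enough; inconclusive = only one of those two criteria met; inactive = neither criterion met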
# Target sequence (Q15084 whole entry, looked up): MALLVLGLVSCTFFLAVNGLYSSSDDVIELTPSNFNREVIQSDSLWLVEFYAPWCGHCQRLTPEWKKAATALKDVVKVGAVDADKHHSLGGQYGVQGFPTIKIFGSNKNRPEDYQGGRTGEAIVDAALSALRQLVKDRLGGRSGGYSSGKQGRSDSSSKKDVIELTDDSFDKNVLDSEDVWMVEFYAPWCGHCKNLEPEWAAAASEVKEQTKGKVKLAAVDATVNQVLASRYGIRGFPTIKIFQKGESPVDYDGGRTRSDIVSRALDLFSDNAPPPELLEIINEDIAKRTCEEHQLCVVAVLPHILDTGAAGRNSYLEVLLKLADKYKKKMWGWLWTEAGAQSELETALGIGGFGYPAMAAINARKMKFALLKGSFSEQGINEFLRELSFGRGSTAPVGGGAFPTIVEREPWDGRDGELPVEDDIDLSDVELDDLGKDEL
# RAD52 inh = RAD52 (human) annealing inhibition; P43351; recombinant RAD52 DNA annealing, FRET fluorescence; inhibition, % at 18.7 µM; 360,000 compounds, 0.46% hits;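 active = every replicate showing at least 50% inhibition; inconclusive = mean inhibition at least 50% but not in every replicate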
# Target sequence (P43351 whole entry, looked up): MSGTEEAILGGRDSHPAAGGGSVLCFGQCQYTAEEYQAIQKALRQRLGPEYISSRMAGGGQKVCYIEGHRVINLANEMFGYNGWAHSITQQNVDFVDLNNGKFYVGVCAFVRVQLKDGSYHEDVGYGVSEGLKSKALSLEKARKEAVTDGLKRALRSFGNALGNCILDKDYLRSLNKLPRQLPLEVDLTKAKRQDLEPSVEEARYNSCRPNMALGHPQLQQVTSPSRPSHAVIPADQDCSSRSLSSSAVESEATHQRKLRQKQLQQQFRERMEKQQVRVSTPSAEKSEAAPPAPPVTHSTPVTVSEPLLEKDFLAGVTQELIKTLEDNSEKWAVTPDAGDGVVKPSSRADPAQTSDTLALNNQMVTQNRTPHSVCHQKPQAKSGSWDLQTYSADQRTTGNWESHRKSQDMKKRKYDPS
# S100A4 inh HTS = S100A4-myosin IIA interaction inhibition; 360,000 compounds, 0.14% hits; S100A4/TAMRA-MyoIIA peptide fluorescence polarization; inhibition, % at 10.7 µM;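 active = mean inhibition of at least 70% across replicates, with every replicate also reaching that level; inconclusive = mean inhibition reaches 70% but some replicates fall short; inactive = mean inhibition below 70%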
# Target sequence (P26447 whole entry, looked up): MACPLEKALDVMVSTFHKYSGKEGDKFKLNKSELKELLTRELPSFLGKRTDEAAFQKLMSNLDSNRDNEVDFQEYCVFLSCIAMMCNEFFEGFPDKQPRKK
#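 Material: S100A4 monomer (human). Medium: Calcium-containing HEPES buffer, pH 7.2. Probe or stimulus: labelled myosin peptide probe, 5 nM. Compound dosing: one concentration per compound. Timing: polarization read 5 min after assay mix addition, stable 5–60 min. Benchmarks: DMSO as neutral control, TFP as positive control.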
# ERAP1 inh = inhibitors of human ERAP1 aminopeptidase; Q9NZ08; recombinant ERAP1, Leu-AMC fluorescence, 60 min; inhibition, % at 10.7 µM; 340,000 compounds, 0.15% hits; AID 652197;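 active = mean replicate inhibition of at least 30%, or all replicates individually reaching that 30% level; inactive = mean below 30% and not every replicate reaching it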;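 also: 0% = neutral control wells and 100% = L-leucinethiol positive control wells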
# esBAF inh = blocks esBAF chromatin remodeling in mouse ES cells. Bmi1-luciferase knock-in reporter, 24 h; 100% = twice the neutral-well signal. reporter increase, % at 12.5 µM. 350,000 compounds, 2% hits. AID 602393; in the data active = activation above about 40%; inconclusive = no clear call, values can overlap the other calls;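 also: 0% = median of the plate's neutral control wells and 100% = double that signal; a rise in the Bmi1 reporter signal indicates esBAF inhibition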
# RAD54 inh = RAD54 (human) branch migration inhibition | Q92698 | RAD54 Holliday junction branch migration, FAM/BHQ fluorescence | inhibition, % at 10.4 µM | 360,000 compounds, 0.14% hits;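 active = mean normalized replicate activity at least 40 and at least half of replicates scoring 40 or more; inconclusive = only one of the two criteria met; inactive = mean below 40 and under half of replicates reaching 40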;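 also: 0% = median of neutral control wells and 100% = median of positive control wells; inhibitors cause a drop in the FAM fluorescence signal; in these data hits start at about 50%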
# Xi reactivation = X-chromosome reactivation activator; AID 743238; XiGFP mouse fibroblasts, % GFP-positive cells imaging, 3 d; cells co-treated with 5-aza-dC sensitizer; scaled so ellipticine positive control = 100%; 360,000 compounds, 0.055% hits; activation, % at 7.58 µM;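 active = mean normalized replicate activation at least 10% and every replicate at or above 10%; inconclusive = only one of the two criteria met; inactive = mean below 10% and not all replicates reach 10%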;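 also: 0% = median of on-plate neutral control wells and 100% = ellipticine 6 µM median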
#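 System: SV40-immortalized XiGFP fibroblast cells, line 68-5-11 / Incubation: 3-day compound exposure, then 15 min fixation at room temperature / Compound: single concentration per compound, delivered by pin transfer / Buffer or medium: DMEM plus 5-aza-dC sensitizer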
# Numbers without * were called inactive; ? = inconclusive; . = no result given.
SMILES,E-selectin induc,ERp5 block,RAD52 inh,S100A4 inh HTS,ERAP1 inh,esBAF inh,RAD54 inh,Xi reactivation
COc1ccc(NC(=O)Nc2ccc3c(c2)C(=O)N([C@H](C)CO)C[C@H](C)[C@H](CN(C)C(=O)NC(C)C)O3)cc1,0.1,7,18,3,0,4,-14,-0.1
O=C(Nc1cccc(NC(=O)c2ccccc2F)c1)c1ccccc1,-0.1,0,-17,3,-1,15,-3,0.5
C[C@H](CO)N1C[C@H](C)[C@H](CN(C)S(C)(=O)=O)Oc2c(NC(=O)c3ccncc3)cccc2C1=O,.,-1,-6,10,1,-2,8,-1.1
CC(NC(=O)C1CCC(CNc2c(N3CCCCC3)c(=O)c2=O)CC1)c1ccccc1 (centres undefined),.,-3,5,4,0,.,-5,-0.2
CN1CCN(C(=O)C[C@@H]2C[C@H]3c4cc(NC(=O)CC5CC5)ccc4O[C@H]3[C@@H](CO)O2)CC1,-0.5,15,-4,-14,2,3,-17,0.0
CC(C)CC(N)c1csc(NC(=O)NCCc2ccccc2)n1 (centres undefined),6.8,5,-26,-4,-1,1,0,0.1
CC(C)NC(=O)Nc1ccc2c(c1)C(=O)N([C@@H](C)CO)C[C@@H](C)[C@H](CN(C)C(=O)Nc1ccc(F)cc1)O2,0.2,2,-15,54,0,-4,10,-0.3
COc1cccc(/C=N/NC(=O)CNC(=O)COc2ccccc2)c1O,-0.1,3,-3,-5,.,.,.,0.8
Cc1ccccc1P(=O)(c1ccccc1)c1ccccc1C,0.8,1,4,-13,5,-2,14,0.4
O=C(CSCc1c(Cl)cccc1Cl)NN=C1CCCC1,0.0,3,-2,-3,4,.,.,0.0
COc1ccc(-n2nc(C(=O)NCC(=O)N3CCOCC3)c3ccccc3c2=O)cc1OC,.,5,-13,2,3,-1,-3,0.4
CC(=O)c1ccc(OCCCC(=O)Nc2cc(Cl)ccc2-n2cncn2)cc1,-0.8,2,-10,-3,-2,-12,3,0.0
COc1ccc(OCCSc2nc(C)nc3ccccc23)cc1,.,-1,-11,3,1,.,.,0.0
COc1ccc(NC(=O)c2cc(C3CCCCN3C(=O)c3ccccc3)on2)c(C)c1 (centres undefined),0.8,-6,-2,-2,-3,2,-5,0.0
Cc1ccc(C(=O)N2N=C(c3ccc(NS(C)(=O)=O)cc3)CC2c2cccs2)cc1 (centres undefined),0.4,1,-6,-1,2,14,-7,0.1
COc1ccccc1/C=C/C(=O)NCC(=O)N/N=C(/C)c1ccc(Cl)cc1,.,1,-4,-2,-3,0,3,-0.1
COc1ccccc1CNC(=O)COC(=O)Cc1ccc(Cl)cc1,.,2,-10,-3,-3,-2,.,0.1
Cc1cccc(-c2ccc([C@H]3[C@@H](CO)N4CCCCN(S(=O)(=O)c5cn(C)cn5)C[C@H]34)cc2)c1,-0.1,1,25,7,2,.,1,0.0
O=S(=O)(Nc1ccc2c(c1)OCCO2)c1c(F)cccc1F,.,0,-3,1,1,.,0,0.5
Cc1ccc2oc(-c3cccc(NC(=S)NC(=O)c4cccs4)c3)nc2c1,.,5,-40,0,-3,.,-2,0.0
CCCC(=O)N1CC2(C1)CN(S(=O)(=O)c1ccc(C)cc1)[C@H](CO)c1[nH]c3cc(OC)ccc3c12,0.5,0,13,4,-2,.,.,0.0
COc1cc2c(cc1OC)CN(C(=O)CCNS(=O)(=O)c1ccccc1F)CC2,1.2,-9,-38,-3,6,-1,0,-0.2
O=C(c1ccc(S(=O)(=O)N2CCOCC2)cc1)N1CCN(S(=O)(=O)c2ccc(Cl)s2)CC1,-1.7,-2,-20,-2,.,7,-3,0.1
CN1C(=O)c2cc(NC(=O)Nc3ccccc3Cl)ccc2OC[C@@H]2O[C@@H](CC(=O)O)CC[C@H]21,0.3,.,.,.,.,6,7,0.2
O=[N+]([O-])c1cccnc1S(=O)(=O)c1ccccc1,.,-4,-3,-2,4,9,4,1.8
CCN(C(=O)COC(=O)c1cc(Cl)ccc1OC)c1c(N)n(Cc2ccccc2)c(=O)[nH]c1=O,0.1,-4,-14,-1,1,-10,-7,-0.4
Cc1ccccc1Oc1nc(-c2ccccn2)nc2ccccc12,-0.1,-5,-14,-2,.,4,-11,0.1
CCOC(=O)C(NS(=O)(=O)c1ccc(Br)cc1)C(C)C (centres undefined),.,-8,-4,0,3,.,.,.
COc1ccc(CCNC(=O)C2CC(c3cc(C(F)(F)F)cc(C(F)(F)F)c3)=NO2)cc1 (centres undefined),0.6,0,-15,4,3,5,-6,-0.1
Cc1cc(NC(=O)c2noc3c2CCCCC3)no1,.,3,-11,-2,6,11,-13,.
COc1ccc(CCNC(=O)COC(=O)/C=C/c2cc(OC)ccc2OC)cc1,.,-1,-13,-7,5,-7,-8,-0.1
CCCNC(=O)C[C@@H]1C[C@@H]2c3cc(NC(=O)NC4CCCC4)ccc3O[C@@H]2[C@H](CO)O1,0.0,-1,-10,3,-1,3,0,0.1
O=C(CCc1nnc(COc2ccccc2)o1)NCc1ccc(Cl)s1,.,-3,-54,-7,1,.,.,0.0
CCCCOc1ccc(S(=O)(=O)N2CCN(c3ccc(N4CCN(CC)CC4)nn3)CC2)cc1,.,7,-5,-3,2,.,.,-0.1
COc1ccc(S(=O)(=O)NCC2CCCN(Cc3cccnc3)C2)cc1 (centres undefined),3.2,-3,-32,-9,-1,.,.,0.5
C[C@@H]1CN([C@@H](C)CO)C(=O)c2cccc(NC(=O)c3nc4ccccc4s3)c2O[C@@H]1CN(C)Cc1ccc(C(F)(F)F)cc1,-5.7,-1,12,1,0,12,-3,-0.9
Cc1cccc(-n2ncc3c2CCCC3NC(=O)CCN2Cc3ccccc3C2=O)c1C (centres undefined),-0.7,11,-13,27,-1,4,-15,0.0
CC(=O)N(C)C[C@H]1Oc2cc(C#CCC(C)C)ccc2S(=O)(=O)N([C@H](C)CO)C[C@H]1C,-1.8,0,0,-3,1,7,-3,-0.8
COc1ccc(C2(CCN=Cc3ccc(N(C)C)cc3)CCOC(C)(C)C2)cc1 (centres undefined),3.9,-4,-22,2,0,2,-7,0.0
Cn1c(NCCOc2ccccc2Cl)nc2cc(-c3ccc(F)cc3)sc2c1=O,-0.1,10,-5,-4,5,.,1,-0.1
COc1ccc(C(=O)Nc2nc(C)c(C(C)=O)s2)cc1S(=O)(=O)N1CCOCC1,.,1,-43,-5,1,-5,-6,-0.1
CC1CCCC(NC(=O)COC(=O)Cc2cn3ccsc3n2)C1C (centres undefined),.,7,-10,-2,4,.,-2,.
CCC(=O)N1CCCC1(C)C(=O)Nc1ccc2scnc2c1 (centres undefined),0.0,5,-1,2,-1,1,6,0.1
CN(Cc1ccccc1F)c1cc2c(c3c1ccn3C)C1CCC2C1 (centres undefined),-0.1,14,3,-13,2,-1,0,0.5
Cc1ccc(NC(=O)CSc2nnc(-c3ccco3)n2N)cc1F,.,-2,-5,2,3,-3,3,0.1

# Compounds shown so far containing an aryl thioether with sulfur outside any ring:
SMILES,E-selectin induc,ERp5 block,RAD52 inh,S100A4 inh HTS,ERAP1 inh,esBAF inh,RAD54 inh,Xi reactivation
COc1ccc(OCCSc2nc(C)nc3ccccc23)cc1,.,-1,-11,3,1,.,.,0.0
Cc1ccc(NC(=O)CSc2nnc(-c3ccco3)n2N)cc1F,.,-2,-5,2,3,-3,3,0.1

# Following part
SMILES,E-selectin induc,ERp5 block,RAD52 inh,S100A4 inh HTS,ERAP1 inh,esBAF inh,RAD54 inh,Xi reactivation
CC1CCc2[nH]c3ccc(C(=O)NCC4CCCO4)cc3c2C1 (centres undefined),-0.1,3,3,2,-3,?,0,0.3
N#C/C(=N/O)c1nc(-c2ccc(F)cc2)cs1,1.1,3,-13,-8,0,.,.,-0.1
O=[N+]([O-])c1cccc(-n2nnnc2CNCc2ccccc2)c1,0.3,0,-3,2,.,-5,.,0.2
CCCC#Cc1ccc2c(c1)O[C@H](CN(C)C(=O)c1cnccn1)[C@@H](C)CN([C@H](C)CO)S2(=O)=O,-0.2,3,3,-13,0,-2,4,0.0
COc1c(C)cc(C(=O)C2CCCN(C(=O)c3cccc(F)c3)C2)cc1C (centres undefined),.,-2,-7,4,-5,-3,7,0.2
CCCN(CC(=O)Nc1ccccc1C)C(=O)C1CC(=O)N(c2ccccc2OCC)C1 (centres undefined),-1.8,-4,10,8,2,-1,-5,0.1
CCOC(=O)c1c(NC(=O)CN(CC)CC)sc2c1CCN(C(=O)OCC)C2,.,1,-20,14,0,-6,1,.
N#Cc1nc(-c2ccccc2F)oc1NCc1ccccc1,-0.1,6,-33,-2,1,10,-2,0.0
CC1(C)CC(NS(=O)(=O)OCC(Cl)(Cl)Cl)c2cc(C#N)ccc2O1 (centres undefined),0.0,-2,-9,20,.,-5,1,-0.1
CCOC(=O)N1CCN(C(=O)CCc2nc3sc4c(c3c(=O)[nH]2)CCCC4)CC1,0.3,1,-16,1,0,.,.,0.0
N#C[C@@H]1[C@@H](c2ccc(/C=C/c3ccccc3)cc2)[C@@H](CO)N1C(=O)C1CC1,1.7,4,2,-3,3,6,-8,-0.1
Cc1cc(C(=O)NC2CCCCCC2)c2ccccc2n1,7.0,9,-13,0,-2,-2,-14,0.0
CCC(=O)N1[C@@H]2Cn3c(cccc3=O)[C@H]1[C@@H](C(=O)NC1CCCCC1)[C@@H]2CO,-0.4,-8,-6,15,-1,-1,4,0.3
COc1ccc(NC(=O)Nc2ccc3c(c2)C(=O)N([C@H](C)CO)C[C@@H](C)[C@@H](CN(C)C)OCCCC[C@@H](C)O3)cc1,-0.3,1,-3,6,-2,-4,7,0.0
Cc1ccccc1N=CC=C1OC(C)(C)C(C)(C)O1,.,2,-6,-11,-3,.,4,0.6
CC1CN(C(=O)c2ccccc2NS(=O)(=O)c2ccc(Cl)cc2)CC(C)O1 (centres undefined),0.1,1,-12,4,2,-6,2,0.0
COc1ccc([C@H]2N[C@]3(CCCN(Cc4ccc(Br)cc4)C3=O)[C@H]3C(=O)N(Cc4ccccc4)C(=O)[C@@H]23)cc1,0.0,-1,-2,-2,4,-10,-7,0.0
COc1ccccc1NC(=S)N1CCNC(=O)C1CC(=O)Nc1cccc(C)c1 (centres undefined),0.1,-2,-14,-1,.,-1,.,0.0
CO[C@@H]1CN(C)C(=O)c2ccc(NC(=O)NC(C)C)cc2OC[C@H](C)N(C(=O)CN(C)C)C[C@@H]1C,0.2,-1,-4,-2,-4,-1,-8,0.6
COc1ccc(S(=O)(=O)N(C)C[C@H]2Oc3c(NC(=O)C4CCOCC4)cccc3C(=O)N([C@H](C)CO)C[C@@H]2C)cc1,0.0,-1,3,-1,-1,-2,7,-0.1
CC(C)(C)c1ccc(C#C[C@@H]2C=C[C@H]3OC(=O)CC/C=C/CCC(=O)OC[C@H]3O2)cc1,-0.3,-6,-21,-3,0,.,.,0.5
C[C@@H]1CN([C@@H](C)CO)C(=O)c2cccc(NS(C)(=O)=O)c2O[C@H]1CN(C)Cc1ccc2c(c1)OCO2,-2.8,2,4,3,3,-6,1,0.1
